TNAP inh pNP: human TNAP inhibition, p-nitrophenol detection. P05186. purified TNAP, pNPP hydrolysis, absorbance 405 nm. inhibition, % at 20 µM. 21,000 tested, under 10 active;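 further: 0% = DMSO only wells and 100% = 1 mM levamisole wells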
Target sequence (P05186 whole entry, looked up): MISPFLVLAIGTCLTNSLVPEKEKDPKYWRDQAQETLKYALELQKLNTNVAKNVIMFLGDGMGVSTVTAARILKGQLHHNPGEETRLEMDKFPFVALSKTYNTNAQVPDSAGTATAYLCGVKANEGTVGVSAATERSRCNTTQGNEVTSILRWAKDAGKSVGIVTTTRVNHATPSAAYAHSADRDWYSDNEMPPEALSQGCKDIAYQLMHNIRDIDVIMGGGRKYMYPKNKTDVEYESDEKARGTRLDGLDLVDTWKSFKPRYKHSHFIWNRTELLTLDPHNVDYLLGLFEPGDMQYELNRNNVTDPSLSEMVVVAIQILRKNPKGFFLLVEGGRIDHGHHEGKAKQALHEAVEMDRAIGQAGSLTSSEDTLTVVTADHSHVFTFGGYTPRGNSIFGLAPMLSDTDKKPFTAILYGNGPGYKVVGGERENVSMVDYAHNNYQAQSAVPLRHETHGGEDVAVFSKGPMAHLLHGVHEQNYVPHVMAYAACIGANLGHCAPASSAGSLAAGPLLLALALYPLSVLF
TNAP Pi inh: inhibitors of human tissue-nonspecific alkaline phosphatase; P05186; purified TNAP, pNPP, malachite green phosphate absorbance; inhibition, % at 20 µM; 21,000 tested, under 10 active; AID 614
Active calls of the source: *.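 How the source made its calls: active means inhibition above 50% at the 20 µM single-dose screen; inactive means the rest.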

SMILES	TNAP inh pNP	TNAP Pi inh
CCOC(=O)C1CCN(C(C)=C2C(=O)c3ccccc3C2=O)CC1	1	-8
NC(=O)C1CCCN(C(=O)Nc2cccc3ccccc23)C1 (stereo unspecified)	-10	-6
N#CC1=C(N)OC2=C(C(=O)CCC2)[C@]12C(=O)N(CC(N)=O)c1ccccc12	2	3
Nc1cccc(C(=O)O)c1	-1	4
N#CCCN(Cc1cccnc1)S(=O)(=O)c1ccc(S(=O)(=O)N2CCCCCC2)cc1	-2	10
O=C1CC(NCc2ccccc2F)C(=O)N1c1ccccc1 (stereo unspecified)	3	-16
O=C(Nc1ccc2c(c1)OCO2)C1CCCN1C(=O)NCc1ccccc1 (stereo unspecified)	0	17
COCCCNc1oc(COc2ccc(Cl)cc2Cl)nc1C#N	7	5
CCn1c(C)nc2cc(S(=O)(=O)C(F)(F)C(F)C(F)(F)F)ccc21 (stereo unspecified)	0	4
CCCCc1cc(=O)oc2cc(C)cc(OCC(=O)O)c12	7	10
Cc1csc(NC(=O)c2c(O)c3c(n(CC(C)C)c2=O)CCCC3)n1	2	-16
Cc1nc2c([nH]c3ccc(Br)cc32)s1	1	11
COC(=O)CSc1nc(N2CCOCC2)c2c(c1C#N)CC(C)(C)N(C)C2	1	7
O=C(Cn1c(=O)n(Cc2ccco2)c(=O)c2c3c(sc21)CCCC3)Nc1ccccc1	3	15
COc1ccc(CN(C(C)=O)c2cccc(C)c2C)cc1	3	10
CN(C)C(=O)CSc1nnc(CCCCCNC(=O)OC(C)(C)C)o1	-12	2
COC(=O)[C@H](CCSC)NC(=O)NCCC1=CCCCC1	3	5
O=c1[nH]cnc2cc(-c3ccccc3)sc12	1	6
COc1c(F)c(F)c(C(=O)Nc2ccccc2N2CCN(C(=O)C(C)C)CC2)c(F)c1F	0	0
CC1N(O)C(c2ccc(Cl)cc2Cl)N(O)C1(C)C (stereo unspecified)	4	-9
CC1CCCN(C(=O)c2ccncc2)C1 (stereo unspecified)	4	10
COc1ccc(/C(O)=C2/C(=O)C(=O)N(CCCC(=O)O)C2c2ccc(OC)cc2)cc1 (stereo unspecified)	1	11
O=C1NC(c2cccs2)Nc2sc3c(c21)CCCC3 (stereo unspecified)	1	15
Fc1ccccc1CSc1nnc(-c2ccccc2)o1	2	16
CCCCN(C(=O)CCC(=O)O)C1CC(=O)N(c2ccc(OCCC)cc2)C1=O (stereo unspecified)	10	15
COc1cccc2cc(-c3csc(CCn4nc(C)cc4C)n3)c(=O)oc12	5	15
CN1CCN(c2nc3c(c(=O)n(C)c(=O)n3C)n2CC(N)=O)CC1	2	9
COc1ccccc1NC(=O)CN1C(=O)NC(C)(C)C1=O	-2	-32
CC12CCC(C(=O)N(CCC#N)CCC#N)(CC1=O)C2(C)C (stereo unspecified)	6	-17
CC1CCCCC1NC(=O)c1ccc2c(c1)[nH]c(=O)n2C1CCCC1 (stereo unspecified)	0	9

Reprinted from above, 3 compounds:
SMILES	TNAP inh pNP	TNAP Pi inh
CC1CCCN(C(=O)c2ccncc2)C1 (stereo unspecified)	4	10
COc1ccc(/C(O)=C2/C(=O)C(=O)N(CCCC(=O)O)C2c2ccc(OC)cc2)cc1 (stereo unspecified)	1	11
O=C1NC(c2cccs2)Nc2sc3c(c21)CCCC3 (stereo unspecified)	1	15

Back to the main list; the 6 compounds before the break are reprinted first.
SMILES	TNAP inh pNP	TNAP Pi inh
CCCCN(C(=O)CCC(=O)O)C1CC(=O)N(c2ccc(OCCC)cc2)C1=O (stereo unspecified)	10	15
COc1cccc2cc(-c3csc(CCn4nc(C)cc4C)n3)c(=O)oc12	5	15
CN1CCN(c2nc3c(c(=O)n(C)c(=O)n3C)n2CC(N)=O)CC1	2	9
COc1ccccc1NC(=O)CN1C(=O)NC(C)(C)C1=O	-2	-32
CC12CCC(C(=O)N(CCC#N)CCC#N)(CC1=O)C2(C)C (stereo unspecified)	6	-17
CC1CCCCC1NC(=O)c1ccc2c(c1)[nH]c(=O)n2C1CCCC1 (stereo unspecified)	0	9
Cc1ccc(Nc2nc3nonc3[nH]c2=O)cc1	3	16
Cc1cc(=O)oc2c(CN3CCC(C)CC3)c(O)c(Cl)cc12	0	7
N#CC(c1nc2ccccc2nc1N1CCCC1)S(=O)(=O)c1cccs1 (stereo unspecified)	-1	8
Cc1ccccc1C(NC(N)=O)c1ccccc1 (stereo unspecified)	0	0
COc1ccc(CNc2oc(COc3ccccc3Cl)nc2C#N)cc1	0	0
O=C1NC(c2ccccc2Cl)Nc2ccccc21 (stereo unspecified)	1	7
COC(=O)Cc1c(C)c2c(OCc3nn[nH]n3)cc(C)cc2oc1=O	1	4
CCOC(=O)CSc1nnc(C)n1N	-3	3
C[N+]1(CCNC(=O)/C=N/O)CCCCC1	5	8
CCn1ncc(Br)c1C(=O)Nc1ccc(F)cc1F	-12	-6
c1ccc(-n2nnnc2Sc2n[nH]c(-c3ccncc3)n2)cc1	5	17
Cc1cnc(NC(=O)CSc2nnc(-c3ccc(Cl)cc3Cl)n2N)s1	-2	6
NC(=O)c1cnn(Cc2ccc(Cl)cc2)c1N	0	0
CCOC(=O)c1ccc(N2C(=O)CC(Sc3nc(O)c(CC)c(=O)[nH]3)C2=O)cc1 (stereo unspecified)	-2	0
c1ccc(-c2nnc(CN3CCCc4ccccc43)o2)cc1	4	9
Oc1ccc(Cl)cc1CNCC1CCCO1 (stereo unspecified)	3	8
c1ccc(OCc2nn3c(-c4ccco4)nnc3s2)cc1	0	0
CCCCNC(=O)Cn1c(-c2ccc(OC)cc2)noc1=O	4	12
Cc1ccc(-n2c(SCC(=O)N3CCOCC3)nnc2-c2cccnc2)cc1C	2	-3
CCCCn1c(SCC(=O)c2ccc3c(c2)OCCO3)nnc1-c1ccoc1C	1	13
Cc1cc(C)n(-c2nc(Nc3ccccc3)nc(-n3nc(C)cc3C)n2)n1	4	14
CNC(=O)c1cc2ccccc2o1	4	8
CCC(=O)N(Cc1cccs1)C1CCOC(C)(C)C1 (stereo unspecified)	0	0
CCOc1ccc(C(C)(N)C(=O)O)cc1 (stereo unspecified)	5	8
O=C(Nc1ccc2nc(-c3ccco3)c(-c3ccco3)nc2c1)N1CCCCCC1	-4	-22
COc1ccc2c(c1)c(C(O)CN1CCC3(CC1)OCCO3)c(C)n2C (stereo unspecified)	4	11
CC(C)NC(=O)CSc1nncn1-c1ccccc1	-1	4
CCc1nnc(NC(=O)CCC(=O)N2CCN(Cc3cc(Cl)ccc3OC)CC2)s1	6	4
Cc1occc1C(=O)N1CCN(C(=O)C2CCCO2)CC1 (stereo unspecified)	7	17
COc1cc(CN2CCC(C(=O)N3CCN(c4ccccc4F)CC3)CC2)cc(OC)c1O	1	5
CCOc1cc(C2C(C#N)=C(N)OC3CCCC(=O)C32)ccc1OCCN1CCOCC1 (stereo unspecified)	5	-14
c1ccc(Cc2nnc3sc(-c4cccnc4)nn23)cc1	5	10
CC12CN3CC(C)(CN(C1)C3c1ccc3c(c1)OCO3)C2=O (stereo unspecified)	0	0
COc1ccc2c(c1)N(C)C(=O)CC(c1ccccc1)=N2	0	6
CCOc1ncccc1C(=O)OCC(=O)N1CCN(S(=O)(=O)c2ccc(Cl)cc2)CC1	5	12
Cc1ccc(NS(=O)(=O)c2cccc(C(=O)n3ncc(C#N)c3N)c2)c(C)c1	2	7
CC(=O)c1c(COC(=O)c2ccncc2)nc2ccccc2[n+]1[O-]	8	4
CC1(C)Cc2c(c(N3CCOCC3)nc3snc(N)c23)CO1	0	0
O=C(Nc1cccc(F)c1)c1ccc(S(=O)(=O)NCC2CCCO2)cc1 (stereo unspecified)	0	0
COc1ccc(Br)cc1/C=N/n1c(C)nnc1C	0	8

Record cards, from the list above:
Entry for `CC(=O)c1c(COC(=O)c2ccncc2)nc2ccccc2[n+]1[O-]` : TNAP inh pNP: 8; TNAP Pi inh: 4
Entry for `c1ccc(Cc2nnc3sc(-c4cccnc4)nn23)cc1` : TNAP inh pNP: 5; TNAP Pi inh: 10

(continued)
SMILES	TNAP inh pNP	TNAP Pi inh
Cc1ccc2c(c1)C(CCN)C(=O)N2Cc1ccccc1 (stereo unspecified)	2	9
CCOC(=O)c1[nH]c2ccc(OC)cc2c1NC(=O)C(C)N1CCSCC1 (stereo unspecified)	4	9
CC(C)CCOP(=O)(c1ccc(N(C)C)cc1)C(O)c1ccccn1 (stereo unspecified)	1	4
O=C(CS(=O)(=O)Cc1ccccc1)Nc1nnc(C2CCCCC2)s1	3	6
Cc1ccc(C(CC(=O)N2CCCC2)c2ccccc2)c(O)c1C (stereo unspecified)	3	12
COc1cc(NC(=O)C2CC2)c(C(=O)O)cc1OC	2	6
CCC(=O)Nc1ccc(NC(=O)CSc2nnc(C(C)C)n2C)cc1	-3	-1
COc1ccc2cc(S(=O)(=O)N3CCN(C)CC3)ccc2c1	-2	2
CCOC(=O)c1c(C)n(C)c2ccc(OC)c(NC(=O)CN3CCC4(CC3)OCCO4)c12	6	13
Cc1c(C(=O)O)sc2ncnc(N3CCCCC3C)c12 (stereo unspecified)	2	5
CCN=C(NCC)SC1CC(=O)N(c2cccc(OC)c2)C1=O (stereo unspecified)	-2	4
Cc1ccc(-c2noc(-c3ccccc3C(=O)N3CCCC3)n2)cc1	-2	5
O=C(COc1ccc(Br)cc1CO)Nc1ccc(F)cc1	-4	1
CCSc1nnc([C@@H]2CCCN2C(=O)OC(C)(C)C)o1	3	6
C=CCSc1nnc(NC(=O)CSc2nnc(C)s2)s1	4	11
Cc1csc(Sc2nc3c(c(=O)[nH]c(=O)n3C)n2CCCc2ccccc2)n1	2	7
CCOCC(=O)Nc1ccc(S(=O)(=O)NCCc2ccccc2)cc1	1	5
O=C(CCN(CCO)Cc1ccccc1)Nc1ccc(Br)cc1	6	12
O=C(c1coc2ccc(O)c(CN3CCOCC3)c12)C1CC1	4	10
CCSc1nnc(NC(=O)c2cccs2)s1	8	10
C=CCNC(=O)C(C)N1C(=O)c2ccccc2C1=O (stereo unspecified)	7	11
CCN(CC)Cc1cc(C(C)=O)ccc1OCC(C)C	0	0
CCn1nnc(NC(=O)C(C)Oc2ccc(Cl)cc2Cl)n1 (stereo unspecified)	-1	5
CCCn1nc(NC(=O)c2ccncc2)c2cc3ccccc3nc21	2	7
CCCn1nc(Oc2nc(SC)nc(N(C)C)n2)ccc1=O	-13	-13
O=C(Oc1cccc2c(OC(=O)N3CCOCC3)cccc12)N1CCOCC1	4	6
CCOC(=O)c1cnc(SCC(=O)Nc2ccc(NC(=O)CC)c(OC)c2)nc1N	2	10
Cc1cc(=O)oc(C)c1C(=O)Nc1cccc2nonc12	0	0
Cc1cccc(OCCCCc2c(C)n[nH]c2C)c1C	0	0
CC(C)n1c(CCCO)nc2ccccc21	1	2
O=c1cc(CSc2ccc(Cl)cc2)nc(N2CCOCC2)[nH]1	2	-12
CCOC(=O)c1c(C)oc2c(CN3CCN(C)CC3)c(Br)c(OC)c(O)c12	4	9
CCc1ccc(C(C)NC(=O)c2cc(C)oc2C)cc1 (stereo unspecified)	5	13
CCCCc1cc(=O)oc2cc(C)c(CN3CCCC3)c(O)c12	-11	-3
CC1CCCCN1C(=O)N[C@@H](Cc1ccccc1)C(=O)O (stereo partly specified)	2	6
COC(=O)Cc1c[nH]c2ccc(OCC(O)CNC(C)C)cc12 (stereo unspecified)	-3	3
CCOC(=O)c1cnc(SCC(=O)N2CCN(C(=O)c3ccco3)CC2)nc1N	-1	3
CC1CC1C(=O)OCc1cc(=O)n2cc(Br)ccc2n1 (stereo unspecified)	0	4
CCCc1cc(Nc2cccc(OCC)c2)n2ncnc2n1	4	13
O=C(OCn1nnc2ccccc2c1=O)c1ccc2c(=O)n3c(nc2c1)CCC3	0	0
c1ccc(Nc2ncnc3c2oc2ccccc23)cc1	4	4
O=C(CSc1nnnn1-c1ccc2c(c1)CCC2)Nc1ccc2c(c1)OCCO2	-9	-1
CCOCCN(C=O)c1cccc(OC)c1	1	7
COc1cc(C2c3c(oc4ccccc4c3=O)C(=O)N2Cc2cccnc2)cc(OC)c1OC (stereo unspecified)	2	8
O=C1CC(N2CCOCC2)C(=O)N1CCc1ccccc1 (stereo unspecified)	-3	7
N#Cc1sc2nc(-c3ccccc3)cc(-c3ccco3)c2c1N	-11	-1
CC1Cc2ccccc2N1C(=O)CSc1nnc(Cn2nnc3ccccc32)n1C (stereo unspecified)	-8	-5
CCOc1ccccc1C(=O)Nc1nncs1	2	-18
O=C(CSc1nc2ccccc2s1)Nn1cnnc1	0	7
COc1ccccc1-n1c(C)nnc1SCC(=O)Nc1cc(C)cc(C)c1	2	4

Continuation.
SMILES	TNAP inh pNP	TNAP Pi inh
CCN(CC)CC(=O)Nc1c(C)cc(C(C)(C)C)cc1C	4	16
CC1(C)CC(=O)c2cc(C(=O)N3CCCC(C)(C)C3)c(=O)n(-c3ccccc3)c2C1	5	9
CCOc1ccccc1NC(=O)N1CCC(NC(=O)c2cccc(C)c2)CC1	6	8
CC(C)Cn1c(=O)c2c(nc3n2CCCN3CCc2ccccc2)n(C)c1=O	4	-17
CC1(C)C(N(O)C(=O)Nc2ccccc2)N(c2cccc(Cl)c2)C(=O)N1O (stereo unspecified)	3	12
CCOC(=O)N1CCN(c2nc(C)c3c(n2)CCCC3=O)CC1	6	11
O=C(CNC1=NCCC1)c1ccc2c(c1)OCCO2	4	4
O=c1cc(-c2ccccc2)[nH]n1-c1nc2ccccc2[nH]1	-2	6
COc1cc(OC)c(-c2nn3c(-c4ccncc4)nnc3s2)cc1OC	1	7
COc1ccccc1-n1c(=O)c2c3c(sc2n2c(SC)nnc12)CCC3	1	5
Cc1occc1-c1nnc(SCC(=O)c2cc3ccccc3oc2=O)o1	5	-2
COc1ccc(C2=C(C)CC(C)(C)NC2=O)cc1OC	5	2
O=C(NC1CCS(=O)(=O)C1)c1c(NC(=O)C2COc3ccccc3O2)sc2c1CCCC2 (stereo unspecified)	2	5

Some of the compounds tested. The share of hits here may be higher or lower than overall.
